Screens as filed in PubChem BioAssay.
TRPC4 PAM: allosterically enhances the mouse TRPC4 cation channel | HEK293 TRPC4beta/mu-opioid, DAMGO EC20, Fluo-4 Ca2+ flux; active compounds read high | 310,000 tested, 0.42% active | Q9QUQ5 | B-score at 10 µM;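 active = B-score of calcium response area above 5 SD of library B-scores, with initial fluorescence ratio within 5 SD of library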;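 also: B-score of integrated fluorescence ratio over time as area under calcium response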
TRPC4 block: inhibitors of mouse TRPC4 channel. Q9QUQ5. HEK293 TRPC4beta/mu-opioid, DAMGO-evoked Fluo4 calcium flux; active compounds read low. B-score at 10 µM. 300,000 tested, 0.39% active. AID 2247;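 active = B-score over 3 SD under the library average, no early fluorescence shift, positive overall ratio signal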
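material = TRPC4beta/mu-opioid receptor HEK293 cell line | probe or stimulus = sequential submaximal and maximal DAMGO stimulation | compound dosing = one concentration per compound | measured by = Fluo4 Ca2+ flux fluorescence | evaluation = integrated fluorescence ratio relative to baseline, converted to per-well B score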
TRPC6 activator: activators of mouse TRPC6 channel; Q61143; AID 2550; HEK293-TRPC6 membrane potential dye fluorescence; active compounds read high; B-score at 10 µM; 310,000 tested, 0.13% active;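 active = B-score of the integrated fluorescence ratio above library mean plus 3 SD, and starting fluorescence ratio within library mean plus 5 SD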;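 also: higher score means more depolarization so channel activation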
ANO1 block: mouse TMEM16A channel inhibition, primary screen; 310,000 tested, 1.2% active; HEK293 TMEM16A/YFP iodide influx fluorescence, ionomycin; AID 588511; Q8BHY3; normalized B-score (activity score, 25-100; higher = stronger inhibition) at 10 µM;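 active = ratio plate-corrected score three or more library SD toward inhibition, starting fluorescence score within five deviations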;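 also: score derived from kinetic fluorescence span divided by baseline fluorescence per well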
MrgX1 allo act: human MrgX1 positive allosteric modulation, primary screen. MrgX1-HEK293, Fluo-4 calcium flux, FDSS; active compounds read high. B-score at 10 µM. 310,000 tested, 0.63% active;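 active = plate-corrected calcium response at least 3 library SD above typical, normal starting fluorescence, not activating the receptor alone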;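 also: compound read alongside a low EC10 to EC30 dose of BAM8-22 agonist; peak minus trough fluorescence over baseline measured at the second addition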
Target sequence (Q96LB2 whole entry, looked up): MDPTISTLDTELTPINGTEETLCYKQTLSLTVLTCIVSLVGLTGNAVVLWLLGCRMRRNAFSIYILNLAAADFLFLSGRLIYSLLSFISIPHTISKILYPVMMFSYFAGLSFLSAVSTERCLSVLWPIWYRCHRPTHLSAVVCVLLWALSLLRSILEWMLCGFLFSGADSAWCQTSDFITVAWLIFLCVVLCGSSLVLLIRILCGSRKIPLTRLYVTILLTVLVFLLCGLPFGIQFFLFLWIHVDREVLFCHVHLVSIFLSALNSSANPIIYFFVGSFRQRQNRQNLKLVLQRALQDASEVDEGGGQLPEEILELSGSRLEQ
MrgX1 antagonist: blocks BAM8-22 activation of human MrgX1 receptor | MRGX1-HEK293 calcium flux, Fluo-4, BAM8-22 antagonism; active compounds read low | AID 588676 | 310,000 tested, 1.3% active | B-score at 10 µM;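 active = calcium-response B-score plate-corrected more than 3 library SD below zero, starting fluorescence within 5 deviations, no agonist response on first addition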;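 also: peak minus trough fluorescence over baseline after final BAM8-22 challenge near maximal dose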
RGS4 inh: human RGS4 inhibition. P49798. HEK293 M3R/RGS4 inducible, Fluo-4 calcium flux; active compounds read high; triggered by carbachol at its EC20. B-score at 10 µM. 310,000 tested, 0.45% active;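 active = B-score, a plate-corrected calcium signal, over three deviations above library mean, with baseline fluorescence within five deviations of library mean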;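 also: RGS4 expression induced by doxycycline in cells with stable M3 receptor; B-score is computed from the integrated fluorescence ratio over baseline after carbachol; higher B-score means a larger calcium signal and so more RGS4 inhibition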
Target sequence (P49798 whole entry, looked up): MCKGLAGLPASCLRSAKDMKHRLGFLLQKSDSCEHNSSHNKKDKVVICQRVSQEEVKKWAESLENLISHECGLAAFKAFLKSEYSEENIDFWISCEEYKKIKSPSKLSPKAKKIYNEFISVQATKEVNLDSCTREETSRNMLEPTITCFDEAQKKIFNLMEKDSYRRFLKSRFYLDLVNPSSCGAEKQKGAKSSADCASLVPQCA
TRPC6 inhibitor: mouse TRPC6 channel inhibition | Q61143 | HEK293-TRPC6, membrane potential dye, ACh-evoked depolarization; active compounds read low | B-score at 10 µM | 310,000 tested, 1.1% active;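 active = B-score under library mean minus 3 SD, initial fluorescence not abnormally high, positive integrated signal ratio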;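 also: B-score derived from integrated fluorescence ratio over the kinetic read; more negative B-score means stronger inhibition of depolarization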
ANO1 activ: activators or potentiators of mouse TMEM16A chloride channel; B-score at 10 µM; 340,000 tested, 0.3% active; AID 623877; Q8BHY3; HEK293 TMEM16A/YFP-H148Q/I152L, iodide quench fluorescence; active compounds read low;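 active = fluorescence-ratio B-score plate-corrected deviation score at least 3 library SD below zero, with starting fluorescence score within 5 deviations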;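 also: channel opened by trigger with iodide after compound preincubation; score built on the fluorescence ratio of max minus min over baseline; more negative score means more quench and so TMEM16A activation or potentiation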
TRPC4 agonist: TRPC4 (mouse) channel activation | 310,000 tested, 0.49% active | HEK293 TRPC4beta/mu-opioid, Fluo4 calcium fluorescence; active compounds read high | AID 2237 | B-score at 10 µM | Q9QUQ5;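 active = B-score above 5 SD of library B-scores, and initial fluorescence ratio not above library mean plus 5 SD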;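 also: positive B-score marks a calcium rise read as TRPC4 activation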
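System – HEK293 cells stably co-expressing mouse TRPC4beta and mu-opioid receptor · Signal – Fluo4 calcium-sensitive dye fluorescence, kinetic, 1 Hz baseline · Benchmarks – buffer (low) and maximal DAMGO (high) · Read-out – B score of integrated fluorescence ratio per well · Incubation – dye loading 45 min room temperature, 110 s kinetic read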
MrgX1 agonist: human MrgX1 receptor agonism, primary screen; Q96LB2; AID 588627; MrgX1-HEK293 cells, Fluo-4 calcium fluorescence, agonist mode; active compounds read high; 310,000 tested, 0.44% active; B-score at 10 µM;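 active = calcium response B-score plate-corrected fluorescence ratio at least 3 library SD, with starting fluorescence B-score inside 5 SD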
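Test system: HEK293 cells stably expressing human MrgX1 receptor; Input: fifteen thousand cells per well; Dosing: compound delivered in addition one of three; Schedule: overnight seeding, then 1 h dark dye loading; Technique: Fluo-4 NW calcium fluorescence; Measure: B-scored fluorescence response ratio; Controls: positive and negative controls per plate.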
Starred values were filed as active, the others as inactive; i = inactive; nt = not tested or not shown.

Second line of a record – TRPC4 PAM, TRPC4 block, TRPC6 activator, ANO1 block, MrgX1 allo act, MrgX1 antagonist, RGS4 inh, TRPC6 inhibitor, ANO1 activ, TRPC4 agonist, MrgX1 agonist
Cc1cc(C)c(NC(=O)COC(=O)C2CCC(=O)N2)c(C)c1 (stereo not given)
    i, i, i, i, i, i, i, i, i, i, i
CC(=O)Nc1ccc(OCC(O)CN2C(C)(C)CC(O)CC2(C)C)cc1 (stereo not given)
    i, i, i, i, i, i, i, i, i, i, i
O=C(Cc1ccc(-n2c(=O)c3ccccc3n(CC(=O)Nc3ccc(F)cc3F)c2=O)cc1)NCc1ccco1
    i, i, i, i, i, i, i, i, i, i, i
COc1cccc(OCC(=O)N2CCC3(CC2)CC(=O)c2ccccc2O3)c1
    i, i, i, i, i, i, i, i, i, i, i
O=[N+]([O-])c1ccc(S(=O)(=O)NCC(c2ccco2)N2CCc3ccccc3C2)cc1 (stereo not given)
    i, i, i, i, i, i, i, i, i, i, i
CC(C)[C@H](NC(=O)C1CCN(S(=O)(=O)c2ccccc2)CC1)C(=O)NCc1ccccn1
    i, i, i, i, i, i, i, i, i, i, i
CCOc1ccc(C(=O)NCCCN2CCCC2=O)cc1
    i, i, i, i, i, i, i, i, i, i, i
Cc1cc(C)n2nc(Nc3ccccc3)cc2n1
    i, i, i, i, i, i, i, i, i, i, i
OCCN(CCO)c1nc(-c2ccccc2)nc2c1oc1ccccc12
    i, i, i, i, i, i, i, i, i, i, i
COc1cc(C(c2c(C)[nH][nH]c2=O)c2c(C)[nH][nH]c2=O)ccc1OC(=O)c1cccc([N+](=O)[O-])c1
    nt, nt, nt, i, i, i, nt, nt, i, nt, i
CC1CCCN(C(=O)c2ccc(OC3CCN(CCc4ccccc4)CC3)cc2)C1 (stereo not given)
    i, i, i, i, i, i, i, i, i, i, i
CN(C)CCCCCNCCCNC(=O)/C=N\O
    i, i, i, i, i, i, i, i, i, i, i
CC(=O)Nc1ccc(S(=O)(=O)N[C@@H](C)C(=O)OCc2ccc(Cl)cc2)cc1
    i, i, i, i, i, i, i, i, i, i, i
CC(C)CC(c1nnnn1CC1CCCO1)N1CCN(Cc2ccc3c(c2)OCO3)CC1 (stereo not given)
    i, i, i, i, i, -5*, i, i, i, i, i
CCCCNC(=O)C1CCCN(S(=O)(=O)c2ccc(S(=O)(=O)NCC(C)C)cc2)C1 (stereo not given)
    i, i, i, i, i, i, i, i, i, i, i
CC(C)(C)OC(=O)NCc1nc(N)n[nH]1
    i, i, i, i, i, i, i, i, i, i, i
C=CCN(CC=C)C(=O)c1cccc(S(=O)(=O)N2c3ccccc3CC2C)c1 (stereo not given)
    i, i, i, i, i, i, i, i, i, i, i
CS(=O)(=O)N(CC(=O)N1CCCC1)Cc1ccc(Cl)cc1
    i, i, i, i, i, i, i, i, i, i, i
CCOC(=O)[C@@H]1[C@H]2COc3ccccc3[C@@H]2N2C(=O)N(c3ccc(F)cc3)C(=O)[C@]12C
    i, i, i, i, i, i, i, i, i, i, i
CC(=O)Nc1ccc(C(=O)NNC(=O)CCc2ccccc2)cc1
    i, i, i, i, i, i, i, i, i, i, i
Oc1cccc(-n2nnnc2SCc2ccccc2F)c1
    i, i, i, i, i, i, i, i, i, i, i
CCc1ccc(C(C)NC(=O)/C=C/c2ccc(Br)cc2)cc1 (stereo not given)
    i, i, i, i, i, i, i, i, i, i, i
O=C(CCC(=O)N1CCN(c2ccc(O)cc2)CC1)c1ccc(Br)cc1
    i, i, i, i, i, i, i, i, nt, i, i
COc1ccc(NC(=O)CSc2nc(C)cs2)cc1
    i, i, i, i, i, i, i, i, i, i, i
CCc1ccccc1NC(=O)c1ccoc1C
    i, i, i, i, i, i, i, i, i, i, i
CCc1ccc(C(=O)COC(=O)c2cnc(C)cn2)cc1
    i, i, i, i, i, i, i, i, i, i, i
CN(c1ccc(C(=O)N2CCOCC2)cc1)S(C)(=O)=O
    i, i, i, i, i, i, i, i, i, i, i
CCOc1ccc(-n2cc(-c3ccccc3)c3c(=O)[nH]cnc32)cc1
    i, i, i, i, i, i, i, i, i, i, i
O=C(Nc1ccc(F)cc1)c1cccc(NC(=O)C2C3CC4OC(=O)C2C4C3)c1 (stereo not given)
    i, i, i, i, i, i, i, i, i, i, i
CCOC(=O)N1CCN(c2c(N3CCN(c4cccc(C(F)(F)F)c4)CC3)c(=O)c2=O)CC1
    i, i, i, i, i, i, i, i, i, i, i
CCN(CC)CCNC(=O)C(=O)Nc1ccc(C(=O)OC)cc1
    i, i, i, i, i, i, i, i, i, i, i
CCOc1ccc(NC(=O)Nc2cccn(Cc3ccccc3)c2=O)cc1
    i, i, i, i, i, i, i, i, i, i, i
COc1cc(C(=O)Oc2ccccc2/C=N/NC(=O)c2ccc(Cl)cc2Cl)cc(OC)c1OC
    i, i, i, i, i, i, i, i, i, i, i
Cc1ccc(CN2CCN(Cc3cn[nH]c3-c3cccc(F)c3)CC2CCO)o1 (stereo not given)
    i, i, i, i, i, i, i, i, i, i, i
O=C1Nc2ccccc2C1=O
    i, i, i, i, i, i, i, i, i, i, i
O/N=C(\c1ccc(Cl)cc1)c1cc2ccccc2o1
    i, i, i, i, i, i, i, i, i, i, i
COC(=O)C1CCN(C(=O)Cc2c(OC)ccc3cc(Br)ccc23)CC1
    i, i, i, i, i, i, i, i, i, i, i
COc1ccc(-n2ncc3c2CC(C)(C)CC3NC(=O)CCCN2CCCC2=O)cc1 (stereo not given)
    i, i, i, i, i, i, i, i, i, i, i
COc1cc(OC)cc(C(=O)NNC(=O)c2ccc(S(=O)(=O)N(C)c3ccccc3OC)cc2)c1
    i, i, i, i, i, i, i, i, i, i, i
Cc1ccc(-c2nc(CS(=O)CC(=O)NC3CCCCC3)c(C)o2)cc1 (stereo not given)
    i, i, i, i, i, i, i, i, i, i, i
Cc1ccc(OCCC(=O)OCC(=O)Nc2ccc3c(c2)OCO3)cc1
    i, i, i, i, i, i, i, i, i, i, i
O=C(CN1N=C(c2ccc(Cl)cc2)CCC1=O)NCCN1CCc2ccccc2C1
    i, i, i, i, i, i, i, i, i, i, i
CCOc1ccc(N2C(=O)CN(CC(=O)OC)C2=S)cc1
    i, i, i, i, i, i, i, i, i, i, i
CCCC(=O)Nc1ccccc1-c1nnc(SC)[nH]c1=O
    i, i, i, i, i, i, i, i, i, i, i
O=C(NCCOc1ccccc1)c1cc2ccccc2o1
    i, i, i, i, i, i, i, i, i, i, i
COc1ccc(C(=O)OCC(=O)Nc2cccc(C(C)=O)c2)cc1OC
    i, i, i, i, i, i, i, i, i, i, i
O=[N+]([O-])c1ccc(Cl)c(NC(=S)N2CCCC2)c1
    i, i, i, i, i, i, i, i, i, i, i
O=C(Cc1cccs1)NCc1cccc(Cl)c1
    i, i, i, i, i, i, i, i, i, i, i
CC(C)=Cc1oc2ccc([N+](=O)[O-])cc2c1N1CC(C)OC(C)C1 (stereo not given)
    i, i, i, i, i, i, i, i, i, i, i
Cc1cc(C(=O)COC(=O)c2ccc3c(c2)NC(=O)CS3)c(C)n1CC1CCCO1 (stereo not given)
    i, i, i, i, i, -5.9*, i, i, i, i, i
CC(C)(C)n1cnc2cc(NCc3cccs3)ccc21
    i, i, i, i, i, i, i, i, i, i, i
Cc1cc(Nc2ccccc2Cl)c2ccccc2n1
    i, i, i, i, i, i, i, i, i, i, i
CN(Cc1ccccc1)C(=O)Cn1nc(C(F)(F)F)c2c1CCC2
    i, i, i, i, i, i, i, i, i, i, i
CN1C(=O)NC(c2ccc(Cl)cc2)C2=C1CC(C)(C)CC2=O (stereo not given)
    i, i, i, i, i, i, i, i, i, i, i
CCOC(=O)c1ccc(OCc2c(C)noc2C)cc1
    i, i, i, i, i, i, i, i, i, i, i
O=C(NC(=S)Nc1ccccc1N1CCOCC1)c1ccco1
    i, i, i, i, i, i, i, i, i, i, i
CN(C)Cc1nc2ccccc2c(=O)n1CC(=O)Nc1cccc(S(=O)(=O)N2CCOCC2)c1
    i, i, i, i, i, i, i, i, i, i, i
COc1ccc(-c2cc(-c3nnc(COC(=O)CC4CCCC4)o3)c3ccccc3n2)cc1OC
    i, i, i, i, i, i, i, i, i, i, i
C/C(=N\Nc1nc2ccccc2[nH]1)c1ccc([N+](=O)[O-])cc1
    i, i, i, i, i, i, i, i, i, i, i
Cc1ccc(Cl)cc1NC(=S)N(Cc1cccs1)C1CCCC1
    i, i, i, i, i, i, i, i, i, i, i

Additional records follow:
Second line of a record – TRPC4 PAM, TRPC4 block, TRPC6 activator, ANO1 block, MrgX1 allo act, MrgX1 antagonist, RGS4 inh, TRPC6 inhibitor, ANO1 activ, TRPC4 agonist, MrgX1 agonist
Cc1c(N=C2NC(=O)C(CC(=O)Nc3ccccc3)S2)c(=O)n(-c2ccccc2)n1C (stereo not given)
    i, i, i, i, i, i, i, i, i, i, i
Cc1ccccc1-c1nnc(-c2ccc(Br)cc2)o1
    i, i, i, i, i, i, i, i, i, i, i
NC(=O)c1cc(S(=O)(=O)N2CCOCC2)cs1
    i, i, i, i, i, i, i, i, i, i, i
C=CCN1c2ccccc2[C@]23C[C@@H](C(=O)OC)N(C(C)=O)C2=NC(C(=O)OC)=C(C(=O)OC)[C@H]13
    i, i, i, i, i, i, i, i, i, i, i
CCOc1ccc(CCNC(=O)COC(=O)/C=C/c2ccc(OC(F)F)c(OC)c2)cc1OCC
    i, i, i, i, i, i, i, i, i, i, i
CCCCN1C(=O)C(=O)N(CC(=O)N2CCN(c3ccccc3)CC2)C1=O
    i, i, i, i, i, i, i, i, i, i, i
COC(=O)C(Cc1c[nH]c2ccccc12)NC(=O)CNC(C)=O (stereo not given)
    i, i, i, i, i, i, i, i, i, i, i
CCCc1sc(N2CCCC(C(N)=O)C2)nc1-c1ccccc1 (stereo not given)
    i, i, i, i, i, i, i, i, i, i, i
